hERG WT inh: KCNH2 (human, wildtype) channel inhibition. U2OS, BacMam KCNH2, thallium flux FluxOr; stronger effect = lower value. actives 0.37% (n = 340,000). Q12809. activity change, % at 1.84 µM;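 active means maximum activity change below -70%; inconclusive means maximum activity change between -70% and -50%; inactive means maximum activity change above -50%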; further: on the % scale 0 is the no-effect control and ±100 the full control effect
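U2OS cells were transduced with wild-type KCNH2 virus (2.03 x 10^8 / mL) for 4 h at room temperature, then cultured overnight at 37 C. Thallium flux was read with FluxOr dye. Rate constants were normalized to DMSO controls.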
GALK inhibitor: blocks human galactokinase activity | Potency, µM (top dose mostly 57.5 µM), without a hit: at the highest dose activity change, negative = inhibition, hits mostly inhibitors | Purified GALK, Kinase-Glo residual ATP luminescence | P51570 | actives 0.007% (n = 270,000); further: potency means the concentration at half of the fitted maximal effect; on the % scale 0 is the no-effect control and ±100 the full control effect
Target sequence (P51570 whole entry, looked up): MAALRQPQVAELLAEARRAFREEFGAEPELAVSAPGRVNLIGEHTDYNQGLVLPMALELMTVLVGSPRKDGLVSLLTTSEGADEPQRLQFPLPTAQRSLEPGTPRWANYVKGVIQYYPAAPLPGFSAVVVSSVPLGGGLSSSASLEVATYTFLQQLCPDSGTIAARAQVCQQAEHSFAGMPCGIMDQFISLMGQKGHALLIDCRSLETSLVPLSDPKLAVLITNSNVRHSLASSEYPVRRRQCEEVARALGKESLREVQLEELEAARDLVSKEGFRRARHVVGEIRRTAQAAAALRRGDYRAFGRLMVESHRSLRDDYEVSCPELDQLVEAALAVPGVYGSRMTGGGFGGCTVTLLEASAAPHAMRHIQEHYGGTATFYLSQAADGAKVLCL
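The enzyme phosphorylates galactose (100 uM) using ATP (35 uM); inhibition is detected as higher residual ATP, quantified by bioluminescence after 1 h reaction at room temperature, pH 8.0.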
a7 integrin act: activators of alpha7 integrin expression for muscular dystrophy; AID 624291; alpha7betagal myoblasts, beta-gal FDG fluorescence, 48 h; Potency, µM (doses to about 38.3 µM), without a hit: at the highest dose activation, actives largely listed as activators; actives 0.064% (n = 350,000);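 further: potency means the concentration at half of the fitted maximal effect; 100% = response of the positive control SU9516; nearly all actives have a fitted effect of over 60% in size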
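Alpha7betagal+/- myoblasts (passage 13) were plated 16-24 hr, then exposed to compounds (1:260 dilution of DMSO stock) for 48 hours at 37C. After MPER lysis, β-galactosidase reporter activity was read as FDG fluorescence (ex 480/em 540) after 30 minutes.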
A-T KAP1 phos: potential ataxia-telangiectasia treatment | […] A-T fibroblasts, KAP-1 phosphorylation AlphaLISA; neocarzinostatin DNA damage 30 min before lysis | Potency, µM (series often up to 57.5 µM), without a hit: top-dose activation, actives largely listed as activators | actives 0.19% (n = 320,000); further: potency means the concentration at half of the fitted maximal effect; % of control where 0% means no effect; nearly all actives have a fitted effect of over 45% in size
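ATM-like activity read as KAP-1 phosphorylation via AlphaLISA donor/acceptor antibody pairs after lysis and 6 hr at 25C. Cells were ATM-null patient fibroblasts ([…], hTERT), dosed 60 min, then exposed to the DSB inducer NCS for 30 min.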
FBPA coupling cs: inhibits coupling enzyme system, counter-screen for aldolase hits; coupling enzyme system counterscreen, AmpLite Red fluorescence; activity change, negative = inhibition, % at 58.2 µM, hits read low; actives 0.67% (n = 290,000); in the data active means activity change below about -30%; further: on the % scale 0 is the no-effect control and ±100 the full control effect
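Activity here indicates interference with the coupling reaction, not aldolase inhibition. Compounds at 57.5 uM final met coupling enzymes for 10 min at RT; substrate and AmpLite Red detection followed, with a 525/598 nm fluorescence read after 20 min.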
MLL CXXC-DNA inh: inhibitors of human MLL CXXC domain-DNA interaction. Q03164. actives 0.037% (n = 290,000). MLL-CXXC / FITC-HOXA9 DNA fluorescence polarization. AID 2662. Potency, µM (titrated, usually from 115 µM), inactives show at the top dose activity change, negative = inhibition, most hits filed as inhibitors; active means well fitted inhibition curve with a large enough effect in the polarisation, with a control signal flat, not every such curve was filed as active; inconclusive means small, poorly fitted or top-dose-only effect, or effect the other way, or a change in a side signal; inactive means no such curve, though single readings can be large or run the other way; the % refers to the polarisation; further: potency means the concentration at half of the fitted maximal effect
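Steps: dispense CXXC domain solution (7 uM) → pin compounds or unlabeled HOX-A9 DNA control → 5 min ambient → add FLSN-HOX-A9 solution (50 nM) → spin → 30 min ambient → fluorescence polarization. Tris pH 7.5/NaCl/DTT/BSA buffer.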
S-ASM inh: inhibitors of human secretory acid sphingomyelinase | P17405 | placental ASM, HMU-PC fluorogenic substrate, 60 min | Potency, µM (highest dose often 57.5 µM), for inactives: at the highest dose activity change, negative = inhibition, actives largely listed as inhibitors | actives 0.006% (n = 340,000); further: potency means the concentration at half of the fitted maximal effect
Target sequence (P17405 47-631 limits assumed): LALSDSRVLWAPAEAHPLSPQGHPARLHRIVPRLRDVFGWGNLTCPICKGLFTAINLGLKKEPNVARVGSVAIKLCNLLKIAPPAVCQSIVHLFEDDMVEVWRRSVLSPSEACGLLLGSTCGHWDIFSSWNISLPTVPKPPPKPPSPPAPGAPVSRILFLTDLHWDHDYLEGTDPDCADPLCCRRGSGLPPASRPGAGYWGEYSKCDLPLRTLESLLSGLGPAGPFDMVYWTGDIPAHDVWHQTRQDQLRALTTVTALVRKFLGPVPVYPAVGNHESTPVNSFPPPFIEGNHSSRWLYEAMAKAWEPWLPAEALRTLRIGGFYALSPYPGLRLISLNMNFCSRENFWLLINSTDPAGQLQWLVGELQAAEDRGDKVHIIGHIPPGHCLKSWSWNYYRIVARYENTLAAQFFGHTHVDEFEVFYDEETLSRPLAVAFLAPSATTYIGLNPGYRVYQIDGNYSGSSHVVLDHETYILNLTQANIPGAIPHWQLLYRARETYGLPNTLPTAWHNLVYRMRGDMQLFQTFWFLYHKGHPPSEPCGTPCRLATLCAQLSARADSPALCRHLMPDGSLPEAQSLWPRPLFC
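Human placenta-derived ASM enzyme was preincubated with compound for 10 minutes at room temperature, then given fluorogenic substrate HMU-PC0 (9 uM final) for 60 minutes at 37 °C; a pH 10 stop preceded fluorescence reading at Ex 386/Em 447 nm.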
TRPV1 agonist: activates the human vanilloid receptor TRPV1 | Q8NER1 | TRPV1-expressing cells, Fluo-8 calcium influx, agonist mode | activation, % at 8.33 µM | actives 0.19% (n = 320,000) | AID 540275; in the data active means activation above about 80%; inconclusive means between about 30% and that limit; further: 0% is about no effect
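Cells expressing TRPV1 were dye-loaded with Fluo-8 and read kinetically: 10 s baseline, 3 min after compound (agonist portion), then 2 min after EC20 capsaicin (allosteric enhancer portion). Calcium-bound dye fluorescence at 480/520 nm.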
MBNL1 CUG block: blocks human MBNL1 binding to CUG repeat RNA. Potency, µM (titrated, usually from 57.5 µM), inactives show top-dose activity change, negative = inhibition, actives largely listed as inhibitors. TR-FRET MBNL1-His/biotin-(CUG)12 binding, 665/545 ratio. Q9NR56. AID 2675. actives 0.036% (n = 280,000); active means well fitted inhibition curve with a large enough effect in the signal ratio, with a control signal flat, not every such curve was filed as active; inconclusive means small, poorly fitted or top-dose-only effect, or effect the other way, or a change in a side signal; inactive means no such curve, though single readings can be large or run the other way; the % refers to the signal ratio; further: potency means the concentration at half of the fitted maximal effect; on the % scale 0 is the no-effect control and ±100 the full control effect
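Compound titration spanned 92 nM–58 uM against the MBNL1-His/biotin-(CUG)12 complex. After 60 min at room temperature with 5 nM streptavidin-XL665 and 0.055 ng/ul terbium anti-His, ratiometric 665/545 nm emission (Ex 340 nm) normalized to controls.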
KCNH2 3.1 block: inhibitors of human KCNH2 3.1 potassium channel isoform | U2OS KCNH2 3.1, thallium flux FluxOr; stronger effect = lower value | activity change, % (tested at about 1.8 µM) | actives 0.95% (n = 340,000) | AID 720553;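 active means maximum activity change below -70%; inconclusive means maximum activity change from -70% to -50%; inactive means maximum activity change above -50%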;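 further: thallium influx rate constant from kinetic fluorescence after stimulation buffer; on the % scale 0 is the no-effect control and ±100 the full control effect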
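We transduce U2OS cells with the mutant 3.1 virus, culture them overnight, load FluxOr with Red40 quencher for 45 min, then add stimulation buffer and read kinetically for 2 min to derive a normalized rate constant.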
The depositor's hits bear a star; u = inconclusive; x = no result given; [ ] = remark or other dose. Unless noted, the call rests on the fitted dose curve; in most records, active means well fitted curve in the direction sought with a large enough effect; inconclusive means small, poorly fitted or top-dose-only effect, or another doubt; inactive means no such curve, though single readings can be large; an effect the other way counts as inactive or inconclusive.

Results follow in this order: MLL CXXC-DNA inh, KCNH2 3.1 block, S-ASM inh, TRPV1 agonist, MBNL1 CUG block, a7 integrin act, FBPA coupling cs, hERG WT inh, A-T KAP1 phos, GALK inhibitor
> CCN(CC(=O)Nc1cc(Cl)ccc1C)C(=O)CCS(=O)(=O)c1ccc(C)cc1
 : x, -10.3, 9.1%, 6.6, x, -23.9%, x, 3.4, -8.7%, x
> CCn1c(C)cc(C(=O)CN2C(=O)c3ccccc3S2(=O)=O)c1C
 : x, -8.7, -3.3%, -0.4, x, 0.6%, x, -24.0, 2.9%, x
> Cn1c(SCC(=O)Nc2ccccc2)nnc1-c1ccc2nonc2c1
 : -8.9%, 0.7, 3.9%, 2.8, u, -33.3%, 3.9, 19.2, 6.2%, 0.3%
> C[C@H]1COC(=O)[C@@H](Cc2ccc(F)cc2)C/C=C\C[C@@H](CC(=O)NCCO)C(=O)N1
 : x, -4.7, -1.3%, x, x, 7.0%, x, -11.6, 9.4%, x
> O=C(Nc1ccc(S(=O)(=O)N2CCN(c3ccccc3)CC2)cc1)c1cccs1
 : 0.8%, -16.9, u, 0.8, -17.7%, -19.8%, -10.8, -22.7, 23.9%, 0.3%
> Cc1ccc(C)c(N(C(=O)Cn2nnc3ccccc32)C(C(=O)NCc2ccco2)c2ccncc2)c1 (configuration not stated)
 : -0.4%, -16.2, -4.3%, 4.3, -5.0%, 8.4%, -2.2, 3.0, 0.7%, -2.6%
> COc1cc(/C=N/NC(=O)CCC(=O)Nc2ccc(Br)cc2)ccc1O
 : 21.2%, -3.8, 41.2%[activator], -1.2, 9.6%, -0.1%, 0.6, -4.8, 4.3%, -1.8%
> O=C(c1noc2c1CCCC2)N1CCN(Cc2ccccc2)CC1
 : -18.4%, 4.9, -1.1%, 23.8, -0.4%, -1.4%, 4.6, 18.7, 0.9%, 1.9%
> CC(=O)C1=C(C)Nc2ncnn2C1c1cccc(Br)c1 (configuration not stated)
 : 0.1%, 11.4, 40.3%[activator], -1.7, -3.5%, -24.0%, 0.0, 13.8, -7.0%, -2.7%
> O=C(NCc1ccc(C(F)(F)F)cc1)C1CC(c2ccc(C(F)(F)F)cc2)=NO1 (configuration not stated)
 : x, 3.4, -8.4%, x, x, 5.5%, x, 3.7, x, x
> O=C(CO/N=C/c1cccc([N+](=O)[O-])c1)Nc1ccc2ccccc2c1
 : 5.5%, -13.3, -12.7%, 7.4, 8.4%, -4.2%, -4.0, -34.0, -0.9%, -0.9%
> CC(=O)c1c(C)[nH]c(C(=O)OCc2c(F)cccc2Cl)c1C
 : 4.9%, -14.4, 11.3%, 3.2, 5.2%, -4.8%, 0.4, 5.7, 5.4%, -1.7%
> O=C(NCCN1CCOCC1)c1ccccc1N1C(=O)[C@@H]2Cc3c([nH]c4ccccc34)C(c3ccccc3)N2C1=O (some centres not stated)
 : 3.6%, 9.9, -1.4%, 3.3, -2.6%, 6.0%, 1.3, 3.5, -6.9%, x
> C[C@@H]1CN([C@H](C)CO)C(=O)c2cc(NC(=O)C3CCCCC3)ccc2O[C@@H]1CN(C)Cc1ccc(C(F)(F)F)cc1
 : x, 0.8, -0.2%, x, x, -10.8%, x, -0.1, 5.6%, x
> Cc1n[nH]c(C)c1CCNC(=O)C1CCC(=O)N(CCc2cccc(F)c2)C1 (configuration not stated)
 : 3.9%, -1.3, -2.3%, -3.1, -5.2%, 23.5%, x, -2.3, -3.8%, -0.3%
> C=CCn1c(=O)c2ccccc2n2c(Sc3nnnn3-c3ccccc3)nnc12
 : -2.8%, -12.0, -5.3%, -1.5, 5.9%, -35.6%, 3.6, 3.4, 5.0%, -2.4%
> S=C(NCc1ccc(Cl)cc1)Nc1ccncc1
 : -2.0%, -2.3, -1.5%, u, -3.7%, -33.0%, x, 3.8, 6.7%, -0.6%
> Cc1cc(C)n(CC(=O)Nc2cccc(C(F)(F)F)c2)n1
 : 4.5%, -3.5, -1.0%, 15.6, 0.7%, -26.5%, 0.4, -5.1, 2.0%, 0.3%
> COc1ccc(NC(=O)c2ccc3[nH]c(=O)c(=O)[nH]c3c2)c(OC)c1
 : -14.5%, 1.2, 0.5%, 1.8, 5.1%, -17.3%, 0.3, 8.0, 5.1%, -0.9%
> O=C(O)CN(Cc1ccccc1)S(=O)(=O)c1ccc2c(c1)OCCO2
 : 1.0%, -0.3, -2.1%, 1.5, -12.4%, 5.7%, 13.8, 11.1, -4.9%, -2.1%
> COc1ccc(C(CC(=O)O)NC(=O)Cc2ccccc2)cc1OC (configuration not stated)
 : 0.7%, 7.2, 4.5%, 0.5, -11.0%, 11.1%, 1.2, 0.9, -7.0%, x
> COc1ccc2[nH]c3c(=O)n(N)c(C)nc3c2c1
 : 8.3%, -1.6, 35.1%[activator], -4.1, -7.1%, -31.7%, 0.5, -3.7, 1.3%, -2.2%
> COc1cc(CCC(=O)NCc2ccc(S(N)(=O)=O)cc2)cc(OC)c1OC
 : 22.0%, 17.2, -0.2%, -2.8, -4.2%, 2.7%, -0.6, 1.0, 48.6%, x
> COCCCNS(=O)(=O)c1cccc(S(=O)(=O)c2cccc(S(=O)(=O)NCCCOC)c2)c1
 : -10.6%, -6.0, -0.4%, -1.2, -6.5%, 14.6%, -0.3, x, -3.3%, -2.8%
> CCN(C[C@H]1N[C@@](Cc2ccccc2)(C(=O)OC)[C@H]2C(=O)N(C)C(=O)[C@@H]12)C(=O)C1CCCCC1
 : x, -23.0, -1.3%, x, x, 17.8%, x, 4.1, 7.4%, x
> COCc1cc(C)nc(N2CCN(c3ccccc3)CC2)c1C#N
 : 3.5%, 12.0, -0.2%, 22.3, 1.6%, -22.9%[7.66 µM], 5.7, -9.5, -3.7%, 0.2%
> CCOC(=O)c1c(C)[nH]c(C(=O)OCCOc2ccccc2C)c1C
 : -3.7%, 4.7, -19.8%, 1.0, -5.9%, -18.0%, -2.0, 2.1, x, 0.5%
> Cc1ccc(S(=O)(=O)NCCC(=O)N2CCN(Cc3ccccc3)CC2)cc1
 : 1.2%, -4.5, 4.5%, 4.1, -1.0%, 11.2%, 4.5, -1.1, -0.7%, 0.7%
> O=c1[nH]c(/C=C\c2cccs2)nc(O)c1[N+](=O)[O-]
 : -20.9%, -8.2, -9.6%, -2.7, 3.6%, -3.8%, 2.5, 7.2, -3.8%, -3.0%
> O=C(/C=C/c1cccs1)NC1CCS(=O)(=O)C1 (configuration not stated)
 : 0.4%, 6.6, -1.3%, 1.4, 25.3%, 17.8%, 4.2, -2.8, 1.3%, 4.4%
> O=C(COc1ccc(-c2nnco2)cc1)Nc1c(Cl)cccc1C(F)(F)F
 : x, -5.1, 0.8%, -2.9, x, 14.8%, x, -16.6, 5.4%, x
> CS(=O)(=O)c1ccc(-c2sc3cc4c(cc3c2C(=O)NN2CCOCC2)OCO4)cc1
 : x, u, 101.7%[activator], x, x, 3.6%, x, -0.9, 18.4%, x
> O=C(Nc1ccc(SC(F)(F)F)cc1)c1ccccn1
 : -2.1%, -4.7, -2.6%, u, -5.4%, u, 0.2, -7.5, -1.2%, -5.0%
> COc1ccc(S(=O)(=O)N(CC(=O)NCc2ccccn2)Cc2ccccc2)cc1
 : 22.7%, 28.3, 0.6%, 2.0, -2.3%, -25.1%, -2.1, 14.3, -6.6%, 5.8%
> N=c1n(CC(=O)c2ccc(Br)s2)c2ccccc2n1Cc1ccccc1
 : 34.6%[activator], -16.9, -6.5%, 3.0, 33.4%[activator], -16.8%, 1.3, 7.5, 12.2%, 8.6%
> COc1ccc(NS(=O)(=O)c2cc(NC(=O)c3cnccn3)ccc2OC)cc1Br
 : -0.1%, 11.1, -7.7%, -1.5, -1.1%, -18.4%, -0.6, -3.3, -10.3%, 7.6%
> O=C(NCc1ccc(N2CCCC2=O)cc1)Nc1cccc2ccccc12
 : 10.7%, -12.7, -2.5%, 0.5, 3.6%, 8.8%, 1.8, 1.8, 1.2%, -1.7%
> O=C(Nc1cnn(Cc2ccc(Cl)cc2)c1)C1CCCC1
 : 1.6%, -5.5, -0.8%, 8.1, -14.3%, 13.7%, 0.5, -4.5, -1.7%, -4.9%
> COc1ccc(NC(=O)[C@@H]2CC=C[C@@H]3CCN(Cc4ccc(Cl)c(Cl)c4)C(=O)[C@@H]32)cc1
 : x, 27.8, -16.5%, x, x, 18.4%, x, 2.4, x, x
> CC(C)CN1CCC(CNC(=O)CCc2nnc(Cc3c[nH]c4ccccc34)o2)CC1
 : -2.5%, -1.3, -0.3%, -3.9, 0.7%, 9.7%, -0.9, 2.0, -5.4%, 1.4%

Screening results deposited in PubChem BioAssay by National Center for Advancing Translational Sciences (NCATS).
